# From PubChem BioAssay
# Abeta yeast res = compounds reversing amyloid beta toxicity in yeast; yeast expressing A-beta42, growth rescue, OD600, 48 h; response scale: 0% DMSO, 100% iron-clioquinol control; Potency, µM (highest dose often 46.1 µM), for the others: at the highest dose growth rescue, most hits filed as activators; hit rate 0.063% among 410,000; AID 1347071; further: potency means the concentration at half of the fitted maximal effect; nearly all actives have a fitted effect of over 55% in size
#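 Yeast growth medium received pinned compounds, then yeast cells expressing toxic A-beta were added; plates incubated at 30 C for 48 hr. Growth read as absorbance at 600 nm, normalized to DMSO and equimolar FeCl3 plus clioquinol controls.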
# EPAC1 agonist = EPAC1 (human) agonism; EPAC1 agonist qHTS, biochemical assay; response scale: 100% = response to 6.5 mM cAMP; O95398; Potency, µM (highest dose often 154 µM), for the others: top-dose activation, actives largely listed as activators; hit rate 0.073% among 360,000; further: potency means the concentration at half of the fitted maximal effect; nearly all actives have a fitted effect of over 60% in size
#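 Nucleotide exchange by EPAC1 (100 nM) on Rap1B–BODIPY-GDP (250 nM) in the presence of 50 uM GDP is tracked fluorescently at 480/540 nm over 30 min. Signals are normalized to a 6.5 mM cAMP control.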
# PLK1 PBD inh = inhibitors of human PLK1 polo-box domain binding; Potency, µM, inactives show max response, negative = inhibition, most hits filed as inhibitors; Plk1 PBD binding of FITC phosphopeptide, fluorescence polarization; P53350; AID 720504; hit rate 2.8% among 360,000; further: potency means the concentration at half of the fitted maximal effect; series mostly up to about 57 µM; on the % scale 0 is the no-effect control and ±100 the full control effect; nearly all actives have a fitted effect of over 65% in size
# EPAC1 antag = antagonists of human EPAC1; Potency, µM (series often up to 115 µM), without a hit: at the top dose activity change, negative = inhibition, most hits filed as inhibitors; O95398; hit rate 0.14% among 360,000; EPAC1 GEF assay, Rap1b-BODIPY-GDP exchange fluorescence; AID 720709;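 further: potency means the concentration at half of the fitted maximal effect; plate controls were vehicle for no effect and positive control for full effect; nearly all actives have a fitted effect of over 50% in size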
# PI5P4K alpha inh = blocks human PI5P4K alpha kinase activity | hit rate 1.2% among 330,000 | AID 652105 | max response, % | P48426 | PI5P4Kalpha enzyme, ADP-Glo luminescence, 60 min; stronger effect = lower value; active means max response of -50% or lower; inconclusive means between -30% and -50%; inactive means -30% or higher; further: value at the top dose of about 77 µM; on the % scale 0 is the no-effect control and ±100 the full control effect
#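 Reactions run in 0.038 M HEPES pH 7.4, 0.28 mM EGTA, 0.1% CHAPS and 5% DMSO, with PI5P4Kalpha, substrate, compound and 5 microM ATP final, one hour at room temperature. Readout is ADP-Glo luminescence.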
# WRN inhibitor = WRN helicase (human) inhibition; WRN helicase unwinding, fluorescent forked duplex, kinetic; Potency, µM (top dose mostly 114 µM), for inactives: at the highest dose activity change, negative = inhibition, usual class: inhibitors; hit rate 0.46% among 360,000; AID 651768; further: potency means the concentration at half of the fitted maximal effect; on the % scale 0 is the no-effect control and ±100 the full control effect; nearly all actives have a fitted effect of over 55% in size
# Target sequence (Q14191 whole entry, looked up): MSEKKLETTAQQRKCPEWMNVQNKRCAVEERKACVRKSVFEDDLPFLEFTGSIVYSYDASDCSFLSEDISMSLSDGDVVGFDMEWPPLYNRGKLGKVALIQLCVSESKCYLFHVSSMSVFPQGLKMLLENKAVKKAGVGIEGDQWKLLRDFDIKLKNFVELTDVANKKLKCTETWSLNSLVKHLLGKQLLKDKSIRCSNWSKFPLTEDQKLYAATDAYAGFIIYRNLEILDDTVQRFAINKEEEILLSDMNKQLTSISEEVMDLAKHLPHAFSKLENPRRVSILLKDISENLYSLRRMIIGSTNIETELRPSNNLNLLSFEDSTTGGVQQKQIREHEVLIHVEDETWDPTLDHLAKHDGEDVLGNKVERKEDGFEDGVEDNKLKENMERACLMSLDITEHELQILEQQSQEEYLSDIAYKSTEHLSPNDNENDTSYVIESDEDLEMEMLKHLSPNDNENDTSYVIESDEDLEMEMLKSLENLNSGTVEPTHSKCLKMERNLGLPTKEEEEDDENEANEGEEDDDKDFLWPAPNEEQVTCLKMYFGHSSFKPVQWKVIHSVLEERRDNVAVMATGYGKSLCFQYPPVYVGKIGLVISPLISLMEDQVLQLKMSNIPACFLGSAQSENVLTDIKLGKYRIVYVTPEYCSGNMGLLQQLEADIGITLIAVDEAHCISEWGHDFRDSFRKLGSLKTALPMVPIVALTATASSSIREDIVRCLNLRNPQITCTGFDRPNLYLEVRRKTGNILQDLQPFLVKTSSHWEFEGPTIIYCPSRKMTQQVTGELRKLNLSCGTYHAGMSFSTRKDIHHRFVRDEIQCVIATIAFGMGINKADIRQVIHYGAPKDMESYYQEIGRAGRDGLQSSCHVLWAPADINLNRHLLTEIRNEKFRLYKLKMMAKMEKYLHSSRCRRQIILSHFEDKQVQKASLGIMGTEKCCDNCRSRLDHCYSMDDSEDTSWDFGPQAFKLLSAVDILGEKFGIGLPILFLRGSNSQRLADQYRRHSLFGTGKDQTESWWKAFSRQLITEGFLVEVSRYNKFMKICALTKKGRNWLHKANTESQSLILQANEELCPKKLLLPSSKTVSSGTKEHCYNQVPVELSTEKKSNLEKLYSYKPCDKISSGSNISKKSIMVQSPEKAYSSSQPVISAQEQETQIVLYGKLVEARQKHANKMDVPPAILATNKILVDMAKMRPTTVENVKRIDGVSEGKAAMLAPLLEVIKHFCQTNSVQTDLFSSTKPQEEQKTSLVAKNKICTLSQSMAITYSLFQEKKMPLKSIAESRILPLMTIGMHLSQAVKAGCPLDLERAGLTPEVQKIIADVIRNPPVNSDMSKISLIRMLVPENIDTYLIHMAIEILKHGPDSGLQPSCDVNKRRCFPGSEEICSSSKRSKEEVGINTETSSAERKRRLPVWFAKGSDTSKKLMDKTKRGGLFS
#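 Enzyme (20 nM final) and test compound sit together 15 min at room temperature before substrate addition. Substrate is a single-forked duplex oligonucleotide (100 nM) labelled with fluorophore and quencher, with 2 mM ATP; helicase unwinding raises red fluorescence, read kinetically.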
# IL2 activator = activators of IL-2; IL-2 activation reporter assay, cell-based qHTS; stimulated with anti-CD3/CD4/CD28 beads; in transgenic mouse T cells; activation, % (series mostly up to about 46 µM); hit rate 0.065% among 360,000; in the data active means activation above about 50%; inconclusive means mostly about 30% to 49%; further: 0% is about no effect
#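 Unstimulated transgenic mouse T cells preincubated 60 min with compound, then stimulated with anti-CD3/anti-CD4-coated beads plus anti-CD28 for 18 h at 37 degrees C. IL-2 response read as EGFP and DsRed fluorescence by plate cytometry.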
# FUS yeast rescue = FUS proteinopathy suppression in yeast; S. cerevisiae FUS-expressing, growth rescue, OD600, 24 h; Potency, µM (series often up to 76.6 µM), for inactives: top-dose growth rescue (activation), usual class: activators; hit rate 0.24% among 390,000;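 further: potency means the concentration at half of the fitted maximal effect; plate controls were DMSO vehicle for no effect and reference control for full effect; nearly all actives have a fitted effect of over 55% in size; some results filed as inactive show a strong effect at the top dose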
#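 Cultures pregrown in 2.5% raffinose medium are shifted to minimal medium containing 2% galactose to express toxic FUS. Compounds are tested at several concentrations. After 24hr at 30C, growth is quantified at 600 nm absorbance.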
# An asterisk follows results filed as active; ? = inconclusive; . = no result given; [ ] = another dose, or the depositor's remark. Unless noted, the call rests on the fitted dose curve; in most records, active means well fitted curve in the direction sought with a large enough effect; inconclusive means small, poorly fitted or top-dose-only effect, or another doubt; inactive means no such curve, though single readings can be large; an effect the other way counts as inactive or inconclusive.
[1] O=C(CN1c2ccccc2Sc2ccccc21)N/N=C/c1ccc([N+](=O)[O-])cc1
[2] Nc1nnc(Cc2ccc(F)cc2)s1
[3] CN(C)c1ccc(NC(=O)Nc2ccc3c(c2)nnn3C)cc1
[4] COc1cc(NC(=O)C2(C)CCN2C(C)C)cc(OC)c1OC (stereo not given)
[5] CCN(CC(=O)NC1CCCC1)S(=O)(=O)c1ccc(F)cc1
[6] CCOC(=O)c1c(NC(=O)COC(=O)c2ncc(Cl)c(Cl)c2Cl)sc(C(=O)N(C)C)c1C
[7] CCC1c2ccccc2C(=O)C1C(N)=O (stereo not given)
[8] CCS(=O)CCSC(=N)N (stereo not given)
entry no.,1,2,3,4,5,6,7,8
Abeta yeast res,18%,-10%,10%,6%,-5%,12%,-15%,6%
EPAC1 agonist,10%,-13%,1%,0%,-13%,18%,-1%,5%
PLK1 PBD inh,-11%,-4%,-5%,-2%,3%,-7%,-9%,-8%
EPAC1 antag,-2%,11%,-21%,-4%,22%,-18%,10%,-14%
PI5P4K alpha inh,9,4,2,0,-2,-1,-1,5
WRN inhibitor,?,4%,0%,0%,10%,0%,9%,-5%
IL2 activator,0.0,0.2,1.4,-0.8,-1.0,-4.3,-3.8,-0.1
FUS yeast rescue,23%,3%,-1%,-9%,6%,23%,.,2%

[9] Cc1ccc(-n2c(=S)[nH]c3c(oc4ccccc43)c2=O)cc1C
[10] COc1cc(NC(=O)Cn2ccsc2=N)c(C)cc1[N+](=O)[O-]
[11] OCCNc1nc(OCC(F)(F)F)nc(N2CCN(C34CC5CC(CC(C5)C3)C4)CC2)n1
[12] CCNC(=S)N/N=C/c1ccccc1[N+](=O)[O-]
[13] CC(C)(C)S(=O)N1Cc2ccc(CO)cc2[C@@H]1CCO (stereo not given in full)
[14] C[n+]1ccn(CC(=O)c2cccs2)c1
[15] O=S(=O)(NC1c2cccc3cccc(c23)C1Sc1ncccn1)c1ccc(Cl)cc1 (stereo not given)
[16] CN(C(=O)CSc1cccc[n+]1[O-])c1ccccc1
entry no.,9,10,11,12,13,14,15,16
Abeta yeast res,-2%,-38%[inhibitor],10%,-3%,-6%,10%,?,-13%
EPAC1 agonist,-4%,-16%,-9%,-2%,-13%,10%,21%,8%
PLK1 PBD inh,-19%,-16%,-16%,-11%,-19%,-12%,2%,0%
EPAC1 antag,0%,-26%,-4%,-23%,21%,4%,-21%,3%
PI5P4K alpha inh,-17,-13,-3,-7,-2,-3,1,-7
WRN inhibitor,-9%,-11%,6%,6%,0%,?,-14%,5%
IL2 activator,-2.0,2.7,0.0,-0.9,-0.1,1.4,-3.0,11
FUS yeast rescue,-11%,15%,-1%,8%,-19%,-3%,6%,-11%

[17] Cc1cc(C)nc(NS(=O)(=O)c2ccc(NC(=O)CCCN3C(=O)c4ccccc4C3=O)cc2)n1
[18] Cc1ccc(C(=O)NCC(=O)N2CCCC(C(F)(F)F)C2)s1 (stereo not given)
[19] Cn1ncc2c(Nc3cccc(Cl)c3)nc(Nc3cccc(Cl)c3)nc21
[20] OC1CCN(C(=S)Nc2ccc(Oc3ccccc3)cc2)CC1
[21] CCCCCCCN1N=C(C)C(C(=O)c2ccccc2)C1=O (stereo not given)
[22] COc1ccc(-n2c(SC)nc(O)cc2=O)cc1
[23] CCOc1ccccc1C(=O)Nc1ccc2c(c1)C(=O)NC2=O
[24] CCOC(=O)C1CCCN(C(=O)c2ccc3c(c2)C(C)(C)CCC3(C)C)CC1 (stereo not given)
entry no.,17,18,19,20,21,22,23,24
Abeta yeast res,8%,4%,-91%[inhibitor],-9%,-90%[inhibitor],1%,-1%,-2%
EPAC1 agonist,-2%,2%,9%,-6%,4%,2%,3%,-15%
PLK1 PBD inh,-4%,-1%,3%,-20%,-6%,-8%,-18%,2%
EPAC1 antag,9%,4%,1%,-18%,-6%,-1%,-5%,-24%
PI5P4K alpha inh,.,3,30,-1,2,.,1,-1
WRN inhibitor,-2%,4%,-4%,-6%,-26%,-5%,2%,3%[57.1 µM]
IL2 activator,-2.0,0.8,-0.8,-1.7,0.2,-1.3,1.7,-0.7
FUS yeast rescue,4%,-6%,?,11%,27%,21%,-14%,36%

[25] COc1ccc(N(CC(=O)Nc2cc(C)ccc2OC)S(=O)(=O)c2c(C)noc2C)cc1
[26] COc1ccc(C(=O)N2CCN(Cc3cc(OC)ccc3OC)CC2)cc1
[27] O=C(Nc1cccc(Cl)c1N1CCOCC1)c1cc([N+](=O)[O-])ccc1N1CCOCC1
[28] CSc1ccccc1-c1cnc(NC(C)=O)cn1
[29] CN(c1ccc(OC(=O)CC2OC(=O)c3ccccc32)cc1)S(=O)(=O)c1ccccc1 (stereo not given)
[30] COc1ccc(NC(=O)CSc2nnc(Cc3ccc(C)cc3)c(=O)n2N)cc1
[31] O=C(CN1C(=O)C2CC=CCC2C1=O)Nc1nnc(C2CC2)s1 (stereo not given)
[32] O=C(COC(=O)C1CC(=O)N(Cc2ccccc2)C1)Nc1ccc2c(c1)OCO2 (stereo not given)
entry no.,25,26,27,28,29,30,31,32
Abeta yeast res,-3%,-8%,1%,-15%,-22%,-4%,-3%,15%
EPAC1 agonist,14%,20%,-13%,1%,1%,-20%,3%,-3%
PLK1 PBD inh,-2%,2%,-12%,0%,-2%,-3%,1%,-5%
EPAC1 antag,3%,-8%,1%,6%,-2%,2%,28%,9%
PI5P4K alpha inh,0,0,-9,-4,-4,-2,-1,0
WRN inhibitor,0%,8%,4%,5%,1%,-10%,3%,2%
IL2 activator,-3.0,1.6,-2.4,-0.7,5.8,-4.0,-0.3,0.8
FUS yeast rescue,24%,-17%,18%,1%,29%,26%,-13%,23%

# A few values from the list:
# Entry of COc1ccc(C(=O)N2CCN(Cc3cc(OC)ccc3OC)CC2)cc1 under Abeta yeast res: -8%
# Entry of CSc1ccccc1-c1cnc(NC(C)=O)cn1 under IL2 activator: -0.7

# More results follow.
[33] COc1cccc(OCc2cc(C(=O)N3CCN(C(C)=O)CC3)no2)c1
[34] CC1(c2nnc(-c3ccc(F)cc3)o2)CC(c2ccc(F)cc2)=NO1 (stereo not given)
[35] C/C(=N\NC(=O)c1ccc(Cl)cc1)c1ccc2[nH]ccc2c1
[36] NC(=O)CC(NC(=O)Cc1cccc2ccccc12)c1ccc(NCC2CC2)c([N+](=O)[O-])c1 (stereo not given)
[37] CCOC(=O)C1=C(C)OC(N)=C(C#N)C1c1ccc(C)o1 (stereo not given)
[38] CCN(CC(=O)NCCc1ccccc1)S(=O)(=O)c1ccc(Br)cc1
[39] Cc1onc(-c2c(Cl)cccc2Cl)c1COC(=O)c1ccc([N+](=O)[O-])cc1
[40] CC(C)(C)NC(=O)CSc1nc(N)cc(=O)[nH]1
entry no.,33,34,35,36,37,38,39,40
Abeta yeast res,.,3%,-18%,1%,-10%,23%,8%,-14%
EPAC1 agonist,10%,6%,11%,-3%,-4%,12%,8%,9%
PLK1 PBD inh,-10%,-6%,0%,8%,-3%,-6%,-3%,-5%
EPAC1 antag,-8%,-1%,-5%,-2%,3%,10%,10%,1%
PI5P4K alpha inh,5,-4,4,-12,.,.,-1,2
WRN inhibitor,-19%,4%,-6%,3%,-18%,-3%,-1%,-5%
IL2 activator,0.1,0.3,-1.5,0.2,4.0,-1.9,0.7,0.2
FUS yeast rescue,-10%,20%,12%,17%,3%,-7%,-13%,11%

# Two entries picked at random from those above, as already listed:
[10] COc1cc(NC(=O)Cn2ccsc2=N)c(C)cc1[N+](=O)[O-]
[3] CN(C)c1ccc(NC(=O)Nc2ccc3c(c2)nnn3C)cc1
entry no.,10,3
Abeta yeast res,-38%[inhibitor],10%
EPAC1 agonist,-16%,1%
PLK1 PBD inh,-16%,-5%
EPAC1 antag,-26%,-21%
PI5P4K alpha inh,-13,2
WRN inhibitor,-11%,0%
IL2 activator,2.7,1.4
FUS yeast rescue,15%,-1%

# (cont.)
[41] Cc1ccc(NC(=O)Cn2nnc(C(=O)NCCc3ccccc3)c2N)c(C)c1
[42] Cc1ccc(-c2cc(C(=O)NN)n[nH]2)o1
[43] O=[N+]([O-])c1cccc2nc(-c3ccccc3)c(-c3ccccc3)nc12
[44] O=C(CCc1nc2ccccc2c(=O)[nH]1)N1CCN(c2ccccc2Cl)CC1
[45] COc1ccc(Nc2nc(N)c([N+](=O)[O-])c(NC3CCCCC3)n2)cc1
[46] COc1ccc(NC(=O)NN2CCN(C)CC2)cc1OC
[47] CCOC(=O)C(CCC(=O)O)(CCC(C)C)c1csc(N)n1 (stereo not given)
[48] O=C(NCc1cccnc1)c1ccc(COc2ccccc2Br)o1
entry no.,41,42,43,44,45,46,47,48
Abeta yeast res,4%,-8%,-16%,-6%,27%,6%,-12%,0%
EPAC1 agonist,4%,2%,-8%,7%,-1%,0%,-7%,4%
PLK1 PBD inh,6µM*,-5%,3%,1%,1%,1%,-9%,-7%
EPAC1 antag,-21%,9%,-21%,0%,-20%,-4%,-9%,2%
PI5P4K alpha inh,-27,-1,9,9,-21,-2,-2,.
WRN inhibitor,0%,-7%,-6%,4%,?,4%,14%,-1%[57.1 µM]
IL2 activator,0.0,-4.5,-3.1,1.7,-0.4,-0.2,-2.4,-2.2
FUS yeast rescue,-13%,29%,10%,41%,16%,-12%,10%,2%

[49] CN1CCN(c2ccccc2NC(=O)COc2ccccc2)CC1
[50] O=C(COC(=O)c1cccc(S(=O)(=O)N2CCCC2)c1)Nc1ccccc1
[51] N#Cc1ccc(OCC(O)CS(=O)(=O)c2ccccc2)cc1 (stereo not given)
[52] O=CN1CCN(C(=O)c2ccccc2F)CC1
[53] C/C(=N\NC(=O)COc1ccc(C(C)(C)C)cc1)c1ccc(-n2ccnc2)cc1
[54] COc1ccc(OC)c(N(C)S(=O)(=O)c2cc3c(cc2C)NC(=O)CO3)c1
[55] CC1=NNC(=O)C1Cc1ccccc1 (stereo not given)
[56] CCOC(=O)C1CCN(Cc2ccc(O)c3ncccc23)CC1
entry no.,49,50,51,52,53,54,55,56
Abeta yeast res,8%,-17%,-2%,13%,10%,-9%,11%,-18%
EPAC1 agonist,2%,-1%,2%,18%,5%,8%,-2%,3%
PLK1 PBD inh,2%,-20%,-1%,-6%,-1%,-8%,-8%,27µM*
EPAC1 antag,6%,23%,5%,-16%,2%,-1%,-1%,-1%
PI5P4K alpha inh,.,-4,-2,10,3,-1,2,.
WRN inhibitor,-2%,-1%,7%,-7%,3%,-7%,-1%,6%
IL2 activator,0.8,1.1,-5.2,-0.3,-1.8,0.0,0.1,-3.5
FUS yeast rescue,-3%,11%,-22%,-36%,-21%,-4%,-5%,19%
